# STAT3 inh: inhibitors of IL-6 induced STAT3 signaling; U3A cells, IL-6 STAT3-luciferase reporter, luminescence; host cell line lacks STAT1; 0.89% of 190,000 active; AID 862; inhibition, % at 5.5 µM;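 active means inhibition above the mean inhibition across all screened compounds plus 3 SD, cut at about 44% in these data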;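 further: 0% = DMSO only wells and 100% = 100 µM nifuroxazide control wells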
# G6PDH CS: L. mesenteroides G6PDH inhibition counter-screen; Purified L. mesenteroides G6PDH, diaphorase/resazurin coupled fluorescence, 45 min; inhibition, % at 5 µM; 0.12% of 200,000 active; AID 1020; in the data active means inhibition above about 50%
# TLR4 MyD88 comp: inhibitors of human TLR4-MyD88 binding; O00206+Q99836; 0.18% of 200,000 active; AID 861; inhibition, % at 8.4 µM; HeLa CL3-4 TLR4/MyD88 BLA complementation, FRET ratio; in the data active means inhibition above about 25%;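 further: 0% = vehicle and 100% = reference inhibitor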
# Target sequence (O00206 whole entry, looked up): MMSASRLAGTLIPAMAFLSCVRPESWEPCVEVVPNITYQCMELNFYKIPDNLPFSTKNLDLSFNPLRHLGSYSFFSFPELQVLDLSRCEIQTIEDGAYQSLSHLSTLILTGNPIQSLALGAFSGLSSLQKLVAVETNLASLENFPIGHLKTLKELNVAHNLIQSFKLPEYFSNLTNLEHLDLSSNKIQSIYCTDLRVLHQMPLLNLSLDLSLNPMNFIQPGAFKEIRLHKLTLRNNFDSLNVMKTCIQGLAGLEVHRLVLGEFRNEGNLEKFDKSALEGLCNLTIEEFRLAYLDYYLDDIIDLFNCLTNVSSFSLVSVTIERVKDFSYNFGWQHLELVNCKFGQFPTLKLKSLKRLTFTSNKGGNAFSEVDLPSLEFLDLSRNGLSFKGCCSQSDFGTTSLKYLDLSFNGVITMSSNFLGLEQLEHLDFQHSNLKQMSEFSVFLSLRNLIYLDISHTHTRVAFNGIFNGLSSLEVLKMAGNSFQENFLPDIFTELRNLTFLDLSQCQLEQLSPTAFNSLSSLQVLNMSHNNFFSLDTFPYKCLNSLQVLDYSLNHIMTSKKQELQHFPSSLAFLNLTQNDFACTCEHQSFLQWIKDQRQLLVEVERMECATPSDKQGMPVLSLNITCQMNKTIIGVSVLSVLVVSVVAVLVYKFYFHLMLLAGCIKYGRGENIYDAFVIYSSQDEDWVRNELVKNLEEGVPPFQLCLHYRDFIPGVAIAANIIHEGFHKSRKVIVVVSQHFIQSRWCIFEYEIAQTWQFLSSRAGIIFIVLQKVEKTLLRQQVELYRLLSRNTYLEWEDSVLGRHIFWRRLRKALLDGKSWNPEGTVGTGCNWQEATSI
# Target sequence (Q99836 whole entry, looked up): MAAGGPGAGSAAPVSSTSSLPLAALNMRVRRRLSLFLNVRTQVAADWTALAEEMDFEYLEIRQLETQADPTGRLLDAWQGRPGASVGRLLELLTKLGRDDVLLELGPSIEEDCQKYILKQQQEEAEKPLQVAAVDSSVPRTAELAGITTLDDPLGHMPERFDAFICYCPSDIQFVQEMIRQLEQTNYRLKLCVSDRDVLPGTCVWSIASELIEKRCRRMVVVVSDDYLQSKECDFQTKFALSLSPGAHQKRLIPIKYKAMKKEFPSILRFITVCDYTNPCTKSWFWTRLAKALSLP
# Diaph inh CS: inhibits diaphorase or chemically oxidizes, flagging diaphorase assay artifacts. diaphorase resazurin-to-resorufin fluorescence, NADH, 16 min; bacterial (C. kluyveri) enzyme, not human. inhibition, % at 20 µM. 0.69% of 190,000 active. AID 1217;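 active means primary screen inhibition at 20 µM above a set limit, cut at about 50% in these data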;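 further: plate controls were DMSO with full reaction for no effect and wells lacking NADH for full effect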
#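 Assay system – diaphorase enzyme from Clostridium kluyveri · Amount – diaphorase 0.14 U/mL (working solution) · Times – reaction incubation of 16 min at room temperature · Controls – No-NADH positive control and DMSO neutral control · Signal – resorufin fluorescence 544/590 nm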
# STAT1 act: increases IFN-gamma driven STAT1 reporter signal; NIH 3T3 STAT1-luciferase reporter, luminescence; 100% = IFN-gamma alone, no compound; activation (% of control), % at 5.5 µM; 2.6% of 200,000 active;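 active means activation above the screen-wide mean activation plus 3 SD, cut at about 130% in these data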;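 further: raw ratio to IFN-gamma control signal so 100% means no change and 0% no light; values of inactives mirror those of a sister screen read the other way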
# APP transl inh: APP translation inhibition; SH-SY5Y APP 5'UTR-luciferase reporter, luminescence; inhibition, % at 2 µM; 0.82% of 190,000 active;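 active means inhibition above a set limit, derived from the sample mean plus 3 SD, cut at about 45% in these data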; further: values of inactives mirror those of a sister screen read the other way
# STAT3 activator: increases IL-6 driven STAT3 reporter signal; U3A cells, IL-6 STAT3-luciferase reporter, luminescence; 100% = signal with IL-6 EC80 alone; 0.91% of 190,000 active; activation (% of control), % at 5.6 µM;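 active means activation above the screen-wide mean of compound activation plus 3 SD, cut at about 130% in these data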;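 further: 0% = background luminescence of wells with medium and substrate only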
#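 Material: human U3A cells carrying STAT3-luciferase construct. Measured by: reporter luminescence signal. Timing: compound 1 h, then IL-6 6 h at 37 °C.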
# Diaphorase act: activates diaphorase or chemically reduces, flagging diaphorase assay artifacts; Diaphorase/resazurin coupled assay, resorufin fluorescence, 16 min; stronger effect = higher value; 1 = vehicle wells, 0 = NADH-free wells; activation factor at 20 µM; 0.005% of 190,000 active;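 active means diaphorase activity raised at least twofold by the compound at 20 µM; inactive means activation factor below 2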
#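 Material: Clostridium kluyveri diaphorase, purified enzyme; Quantity: enzyme 0.07 U/mL final; Medium: HEPES pH 7.4 buffer with MgCl2 and Tween 20; Dosing: single compound dose of 20 µM, 1% DMSO final; Schedule: 16 min reaction at room temperature; Measured by: red resorufin fluorescence at 544/590 nm excitation/emission.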
# Hsp70 activator: Hsp70 transcriptional activation, primary screen. HeLa Hsp70 promoter luciferase reporter, luminescence; scaled: vehicle 0, proteasome-inhibitor control 100%. 0.04% of 200,000 active. activation, % at 10 µM;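 active means activation above the mean across all tested compounds plus 3 SD, cutoff set per campaign, cut at about 5.5% in these data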;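 further: 100% = MG132 at 30 µM as the positive control and 0% = DMSO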
# STAT1 blocker: inhibitors of IFN-gamma induced STAT1 signaling; NIH 3T3 STAT1-luciferase reporter, luminescence; inhibition, % at 5.5 µM; 0.35% of 200,000 active; AID 920;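 active means inhibition above a set limit, the mean inhibition across all tested compounds plus 3 SD, cut at about 34% in these data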;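 further: 0% = IFN-gamma with DMSO and 100% = IFN-gamma with 300 µM nifuroxazide; values of inactives mirror those of a sister screen read the other way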
# Active calls of the source: *; / = not tested or not shown.
# The first 3 entries, ahead of the listing:
# Every second line gives: STAT3 inh, G6PDH CS, TLR4 MyD88 comp, Diaph inh CS, STAT1 act, APP transl inh, STAT3 activator, Diaphorase act, Hsp70 activator, STAT1 blocker
CC(=O)Nc1cccc(NC(=O)C2CCCN2C(=O)Nc2ccc(Cl)cc2)c1 (configuration not stated)
  18, -1, 1, 6, 98, -17, 93, 0.9, -0.4, 2
NC(=S)Nc1cccc2cn[nH]c12
  6, 11, -4, 0, 99, -24, 101, 1, -0.1, 0
O=C(Oc1ccc(-c2nc(-c3ccccn3)no2)cc1)c1ccccc1
  77*, 3, -4, 9, 100, -121, 39, 0.9, -0.1, 0

# Main list, previewed entries included:
# Every second line gives: STAT3 inh, G6PDH CS, TLR4 MyD88 comp, Diaph inh CS, STAT1 act, APP transl inh, STAT3 activator, Diaphorase act, Hsp70 activator, STAT1 blocker
CC(=O)Nc1cccc(NC(=O)C2CCCN2C(=O)Nc2ccc(Cl)cc2)c1 (configuration not stated)
  18, -1, 1, 6, 98, -17, 93, 0.9, -0.4, 2
NC(=S)Nc1cccc2cn[nH]c12
  6, 11, -4, 0, 99, -24, 101, 1, -0.1, 0
O=C(Oc1ccc(-c2nc(-c3ccccn3)no2)cc1)c1ccccc1
  77*, 3, -4, 9, 100, -121, 39, 0.9, -0.1, 0
O=C(c1cccc(F)c1)N1CCN(C(=O)C2CC2)CC1
  4, 7, -19, 10, 105, 10, 101, 0.9, -0.4, -6
CCN(CC)C(=O)c1sc2[nH]c(=S)n(-c3ccccc3)c(=O)c2c1C
  -8, 20, 3, 21, 111, -9, 106, 0.8, -0.3, -12
CCc1nc(SCC(=O)Nc2c(C)n(C)n(-c3ccccc3)c2=O)n[nH]1
  3, 0, 3, 12, 98, 7, 101, 0.9, -0.1, 2
COc1cnc(N(C)C)nc1Sc1ccc(Cl)cc1
  7, 1, 3, 27, 94, 19, 96, 0.7, -0.2, 6
O=C(CCNS(=O)(=O)c1ccc2c(c1)CCC(=O)N2)NCc1ccc2c(c1)OCO2
  10, 2, -4, 10, 102, -8, 96, 0.9, -0.2, -2
COC(=O)c1cc(-c2cccs2)nn1-c1ccccc1
  2, 0, 3, 5, 97, 17, 102, 0.9, -0.1, 3
COc1ccc(Sc2ccccc2CN(C)C)cc1OC
  2, 10, -7, 10, 104, 0, 105, 0.9, 0.0, -5
c1ccc(Oc2ccc3ccccc3n2)cc1
  12, 6, 12, 3, 136*, -28, 95, 1, 0.9, -41
O=C(N/N=C/c1sc(N2CCCCC2)nc1-c1cccs1)c1cccnc1
  6, 0, 16, 22, 95, 3, 99, 0.8, 0.0, 4
CCN(C(=O)CN1CCOCC1)C1(C)C(=O)c2ccccc2C1=O
  22, 2, 6, -2, 94, 8, 84, 1, -0.1, 6
CC(NC(=O)NC1CCCCC1)C(c1cccs1)N1CCN(c2ccccc2)CC1 (configuration not stated)
  -2, 12, -1, 11, 104, -4, 109, 0.9, -0.1, -5
O=C1CCC(=O)N1OCCOc1ccc(Cl)c2ccccc12
  10, 7, 6, 11, 114, -17, 98, 0.9, 0.2, -17
Cc1ccc2cc(CN(CC3CCCO3)C(=O)Nc3ccccc3F)c3nnnn3c2c1 (configuration not stated)
  -5, -6, 9, 13, 116, -18, 106, 0.9, -0.2, -19
COC(CN(C(=O)CCl)C(C(=O)NC1CCCCC1)c1ccccc1C)OC (configuration not stated)
  -5, -1, 9, 0, 99, /, 105, 1, -0.4, 1
CCCn1c(=O)c2ccccc2n2c(SCc3nc4ccccc4s3)nnc12
  -24, 8, 1, 12, 105, -86, 127, 0.9, -0.3, -5
Cc1ccccc1NS(=O)(=O)c1cc(OCC(N)=O)c(C)cc1Cl
  13, 10, 8, 18, 103, -17, 98, 0.8, 0.1, -4
CC(Sc1ccc(S(=O)(=O)N2CCOCC2)cc1[N+](=O)[O-])C(=O)O (configuration not stated)
  -8, 27, -1, 21, 102, -2, 111, 0.8, -0.2, -2

smiles,STAT3 inh,G6PDH CS,TLR4 MyD88 comp,Diaph inh CS,STAT1 act,APP transl inh,STAT3 activator,Diaphorase act,Hsp70 activator,STAT1 blocker
CCc1ccc(CNc2ccc(N3CCN(C(C)=O)CC3)cc2)cc1,13,3,7,8,102,5,92,0.9,-0.1,-2
COc1ccc(OC)c(NC(=O)C(C)Oc2ccc(Br)cc2)c1 (configuration not stated),14,-5,-11,12,89,4,92,0.9,-0.2,9
COc1ccc(/C=N/Nc2ncccc2[N+](=O)[O-])c(OC)c1,74*,2,9,4,47,-137,41,1,-0.3,57*
CN(C)S(=O)(=O)c1cccc(C(=O)NCCc2ccccc2)c1,-1,0,3,-1,134*,-156,104,1,-0.4,-36
CCn1c(NC(=S)Nc2ccccc2)nc2ccccc21,-11,0,3,14,113,-28,120,0.9,0.5,-14
Cc1cccc(C(=O)NC(=S)NNC(=O)Cc2ccccc2)c1,-8,-2,-9,31,95,12,105,0.7,-0.4,6
COc1ccc(-c2nc(CS(=O)CC(=O)N3CCCC3)c(C)o2)cc1 (configuration not stated),-8,-3,-2,-2,99,-25,106,1,-0.5,2
Cc1cccc(Nc2nc(N)nc(CN3CCN(c4ccccc4)CC3)n2)c1,12,7,13,15,98,-13,95,0.9,-0.4,2
COc1cc2c(cc1OC)C(C1C(=O)CCCC1=O)N(C(=O)CCl)CC2 (configuration not stated),1,18,-12,10,105,9,97,0.9,-0.6,-5
O=C(CP(=O)(O)CC(=O)c1ccccc1)c1ccccc1,5,0,-2,3,99,-6,100,1,0.1,0
COc1ccc(OC)c(NC(=O)c2cnn(-c3ccccc3Cl)c2NC(=O)c2ccco2)c1,-5,4,-12,22,100,11,106,0.8,-0.3,-1
NS(=O)(=O)c1ccc(NC(=O)CSc2nnc(-c3cnccn3)n2-c2ccccc2)cc1,-2,0,-3,13,99,-9,105,0.9,0.1,-2

# Whole records as entered above. Screens in order: STAT3 inh	G6PDH CS	TLR4 MyD88 comp	Diaph inh CS	STAT1 act	APP transl inh	STAT3 activator	Diaphorase act	Hsp70 activator	STAT1 blocker
# COc1ccc(/C=N/Nc2ncccc2[N+](=O)[O-])c(OC)c1 reads 74*	2	9	4	47	-137	41	1	-0.3	57*
# COc1ccc(OC)c(NC(=O)C(C)Oc2ccc(Br)cc2)c1 (configuration not stated) reads 14	-5	-11	12	89	4	92	0.9	-0.2	9
# O=C(CP(=O)(O)CC(=O)c1ccccc1)c1ccccc1 reads 5	0	-2	3	99	-6	100	1	0.1	0

# Remaining list, next part
smiles,STAT3 inh,G6PDH CS,TLR4 MyD88 comp,Diaph inh CS,STAT1 act,APP transl inh,STAT3 activator,Diaphorase act,Hsp70 activator,STAT1 blocker
COC(=O)CNC(=O)C1CCN(c2nc(C)cc(C)n2)CC1,8,2,4,-11,100,0,97,1.1,-0.5,-1
O=C(Nc1nc2ccccc2[nH]1)c1ccccc1,40,5,11,19,95,-214,70,0.8,-0.1,6
CC(C)OC(=O)CSc1nnc(-c2ccc(Cl)cc2Cl)o1,-1,18,2,4,108,-8,103,1,0.1,-9
S=C(Nc1ccccc1Cl)N1CCN(Cc2ccccc2)CC1,16,6,2,7,93,-22,90,0.9,-0.4,8
COc1ccc(CNC(=O)Nc2cccc(C(F)(F)F)c2)cc1OC,4,29,4,22,100,-20,95,0.8,-0.3,0
CCN(CC)S(=O)(=O)c1ccc(N2CCOCC2)c(NC(=O)C2CCCC2)c1,5,26,-10,0,90,13,94,1,-0.2,11
COc1ccccc1NC(=O)CSc1ccc(-c2cccs2)nn1,8,2,9,57*,88,-5,94,0.4,0.2,11
CCCSc1nc(N)nc(-c2cccs2)c1C#N,-5,6,2,13,114,-37,105,0.9,0.1,-16
COc1cccc(-c2noc(CCCC(=O)N3CCOCC3)n2)c1,1,-2,6,9,98,-19,106,0.9,-0.2,0
O=C(O)C1CCCCC1C(=O)Nc1cnn(Cc2ccccc2)c1 (configuration not stated),3,6,4,2,97,-2,100,1,0.1,3
Cc1ccc(-c2nnn(CC(=O)Nc3ccc(S(=O)(=O)N4CCC(C)CC4)cc3)n2)cc1,3,11,-2,-18,98,5,108,1.2,-0.4,2
c1ccc(-c2nn3c(C4COc5ccccc5O4)nnc3s2)cc1 (configuration not stated),-13,/,-11,/,107,-14,113,/,-0.2,-8

smiles,STAT3 inh,G6PDH CS,TLR4 MyD88 comp,Diaph inh CS,STAT1 act,APP transl inh,STAT3 activator,Diaphorase act,Hsp70 activator,STAT1 blocker
O=C(CSc1nc(-c2ccccc2)nc2ccccc12)Nc1nccs1,23,-3,10,11,98,-9,90,0.9,-0.1,3
CNC(=S)NC1CC2CCCC(C1)N2Cc1ccc(C)cc1 (configuration not stated),5,8,-5,0,91,9,102,1,-0.1,8
COc1ccc(C2CC(c3cccs3)=NN2C(=S)Nc2ccccc2)cc1OC (configuration not stated),2,-16,-6,16,109,-7,97,0.8,-0.1,-10
CCSc1nc2ccccc2c(=O)n1Cc1ccc(F)cc1,4,1,3,11,93,4,100,0.9,0.1,6
Cn1[nH]c(CSc2ccc(Cl)cc2)cc1=O,6,3,-15,5,107,11,97,0.9,-0.4,-10
CC(C)c1cc(C(=O)O)n[nH]1,1,1,0,-1,102,/,100,1,-0.6,-1
CCSC1=C(C#N)C2(CCCCC2)C(C#N)=C(N)N1,12,3,13,17,94,-20,93,0.8,0.0,7
O=C(CSc1oc(-c2ccc(F)cc2)nc1S(=O)(=O)c1ccc(F)cc1)NCC1CCCO1 (configuration not stated),-3,3,5,-1,95,-6,105,1,-0.5,6
CCc1nnc(NC(=O)CSc2nnc(COc3ccc(C#N)cc3)n2-c2ccccc2)s1,10,3,0,-8,100,-5,97,1.1,-0.5,0
CCCc1cc2c(cc1NC(=O)c1ccc(C(C)(C)C)cc1)OCO2,-10,-3,-1,16,105,-23,108,0.8,0.0,-6
Cc1cccc(C(=O)O/N=C(\N)c2ccc(Br)cc2)c1,-25,4,-9,18,121,-31,122,0.8,0.7,-23
Cc1ccc2[nH]c3c(N4CCN(Cc5ccc6c(c5)OCO6)CC4)ncnc3c2c1,54*,-2,-14,12,72,-18,59,0.9,-0.3,31
